Compound activity: PubChem BioAssay, National Center for Advancing Translational Sciences (NCATS)
L3MBTL1 inh – qHTS Assay for the Inhibitors of L3MBTL1. Lethal(3)malignant brain tumor-like protein 1 (Homo sapiens), Q9Y468. AID 485360, 2010. 230,000 compounds, 0.66% hits. Potency, µM (doses to about 57.1 µM), inactives show at the top dose activity, negative = inhibition, hits mostly inhibitors. AlphaScreen L3MBTL1–H3K9me1 peptide binding; active = well fitted inhibition curve with a large enough effect; inconclusive = small, poorly fitted or top-dose-only effect; inactive = no such curve, though single readings can be large or run the other way; also: nearly all actives have a fitted effect of over 60% in size
Target sequence (Q9Y468 whole entry, looked up): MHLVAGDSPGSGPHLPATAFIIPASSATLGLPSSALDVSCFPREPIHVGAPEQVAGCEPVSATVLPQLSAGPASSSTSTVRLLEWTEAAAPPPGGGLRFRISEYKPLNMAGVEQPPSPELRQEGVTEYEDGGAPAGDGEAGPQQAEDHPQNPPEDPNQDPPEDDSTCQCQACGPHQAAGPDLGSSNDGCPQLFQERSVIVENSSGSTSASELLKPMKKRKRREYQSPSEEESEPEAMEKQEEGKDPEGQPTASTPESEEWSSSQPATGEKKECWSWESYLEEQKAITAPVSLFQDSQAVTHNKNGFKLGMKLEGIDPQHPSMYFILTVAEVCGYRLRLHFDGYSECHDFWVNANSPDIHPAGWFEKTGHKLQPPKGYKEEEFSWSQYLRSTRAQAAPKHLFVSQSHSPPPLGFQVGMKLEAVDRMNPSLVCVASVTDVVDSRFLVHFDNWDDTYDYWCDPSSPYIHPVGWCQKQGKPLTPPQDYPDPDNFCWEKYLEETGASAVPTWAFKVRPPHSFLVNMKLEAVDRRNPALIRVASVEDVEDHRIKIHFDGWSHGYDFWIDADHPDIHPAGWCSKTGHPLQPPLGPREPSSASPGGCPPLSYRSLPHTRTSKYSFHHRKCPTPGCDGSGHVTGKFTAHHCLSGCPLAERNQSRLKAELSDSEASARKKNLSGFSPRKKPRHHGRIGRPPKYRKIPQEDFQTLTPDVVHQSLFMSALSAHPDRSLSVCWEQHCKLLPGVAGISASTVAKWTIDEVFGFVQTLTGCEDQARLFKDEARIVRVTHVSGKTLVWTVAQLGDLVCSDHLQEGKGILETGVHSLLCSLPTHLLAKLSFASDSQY
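First, the protein-peptide complex forms for 30 min at room temperature (L3MBTL1 50 nM, biotinylated H3K9me1 peptide 75 nM). Next, compounds are pin-transferred and incubated 30 min. Finally, AlphaScreen beads are added and read after 30 min.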
Numbers without * were called inactive; ? = inconclusive; [ ] = dose if it differs, or a comment. % is scaled to controls: 0 for no effect and ±100 for the full control effect; potency is read from the fitted curve at half-maximal effect. Not all compounds are listed, so the mix of outcomes need not match the whole.

molecule,L3MBTL1 inh
COCC(C)n1c(SCC(=O)Nc2cc(C)on2)nc2ccccc2c1=O (stereo unspecified),-2%
CC1(C)Cc2cccc(OCC(=O)OCc3nnc(-c4ccccc4)o3)c2O1,3%
CCC1(CC)NC(=O)N(CC(=O)OCC(=O)NC(=O)c2ccccc2OC)C1=O,2%
CCOC(=O)[C@@H]1[C@H]2COc3ccc(Br)cc3[C@@H]2N2C(=O)N(c3ccccc3)C(=O)[C@]12C,0%
CC(C)(C)NC(=O)C(c1ccc(-c2ccccc2)cc1)N(C[C@H]1CC[C@@H]([C@@H]2CC[C@H](CO)O2)O1)C(=O)c1ccc(-c2ccccc2)cc1 (stereo partly specified),-5%
C[C@@H]1CN([C@@H](C)CO)C(=O)c2cccc(NS(=O)(=O)c3cccs3)c2O[C@H]1CN(C)Cc1ccc(C(F)(F)F)cc1,0%
O=C(c1ccc(F)cc1F)N1CCN(S(=O)(=O)c2ccc3c(c2)OCCO3)CC1,1%
CCOC(=O)N1CCN(C(=O)c2cc(-c3ccncc3)nc3ccccc23)CC1,5%
Fc1ccccc1-c1nc(-c2ccc(-c3nn[nH]n3)cc2)no1,0%
N#Cc1ccc(C(=O)Nc2cc(-c3ccc(F)cc3)nn2-c2ccccc2)cc1,4%
O=C(CC1OC(=O)c2ccccc21)Nc1cc(S(=O)(=O)N2CCOCC2)ccc1OCC(F)(F)F (stereo unspecified),-12%
CN(Cc1cccs1)C(=O)COc1cccc2c1OC(C)(C)C2,2%
CCOc1ccc(OCC(=O)N2CCC3(CC2)CC(=O)c2ccccc2O3)cc1,4%
Cc1c(S(=O)(=O)N2CCCC2)c(=O)n(C)c(=O)n1C,0%
COc1ccccc1/C=C/C(=O)OCC(=O)c1cc(C)n(C)c1C,-17%
CCc1noc(C)c1C(=O)Nc1nc2ccc(OC)cc2s1,9%
C[C@@]12C(=O)OC(=O)[C@]1(C)C1CCC2O1,12%
COc1cc(C(C)=O)ccc1OCC(=O)Nc1cc(C)on1,10%
Cn1nc(C(=O)Nc2cccc(C(=O)NC3CC3)c2)c2ccccc2c1=O,2%
CCC(CC)C(=O)Nc1nnc(S(=O)(=O)N2CCCc3ccccc32)s1,-4%
Cc1n[nH]c(=O)c2c(NC(=O)CSc3c(Cl)cccc3Cl)oc(C)c12,-2%
CN(C)c1ccc(S(=O)(=O)N2CCC(Cc3ccccc3)CC2)cn1,-1%
O=C(O)C1=CC[C@@H](c2ccc(Cl)cc2)N(S(=O)(=O)c2ccc(Cl)cc2)[C@H]1c1ccc(F)cc1,-5%
Cc1ccc(NC(=O)CCC(=O)c2cc(C)sc2C)nc1,-16%
Cc1ccc2nc(-c3ccccc3)cc(C(=O)N(C)CC(=O)Nc3ccccc3Br)c2c1,-10%
COc1ccc(S(=O)(=O)N(C)C[C@H]2Oc3ccc(NC(=O)Nc4ccc5c(c4)OCO5)cc3CC(=O)N([C@@H](C)CO)C[C@@H]2C)cc1,-19%
COc1ccc(NC(=O)CSc2nnc(C3CC3)n2C)cc1S(=O)(=O)N1CCCCC1,2%
CN(C)Cc1c(C(=O)Nc2ccccc2)[nH]c2ccccc12,0%
CC1CCN(S(=O)(=O)c2ccc(NC(=O)C3CSC4(C)CCC(=O)N34)cc2)CC1 (stereo unspecified),?
Cc1cc(C)n(CC(O)COc2ccccc2Br)n1 (stereo unspecified),24%
O=C(COC(=O)/C=C/c1ccc(F)cc1)Nc1ccc2[nH]c(=O)[nH]c2c1,2%
CC1CCN(S(=O)(=O)c2nnc(NC(=O)COc3ccccc3F)s2)CC1,-1%
COc1ccccc1N(Cc1ccccc1)S(=O)(=O)c1cccc(C(=O)N2CCCCC2)c1,-7%
O=C(C[C@@H]1C/C=C\CC[C@@H](Cc2ccc(F)cc2)C(=O)OC[C@@H]2CCCN2C1=O)NCCO,-18%
COc1ccc(C(=O)NCCS(=O)(=O)NCCc2ccccc2)cc1,1%
CC(=O)Nc1ccc(NC(=O)C(C)OC(=O)CCC2CCCC2)cc1 (stereo unspecified),8%
Cc1sc2nc(SCC(=O)Nc3cccc(S(N)(=O)=O)c3)[nH]c(=O)c2c1C,-2%
Cc1cc(C)c(NC(=O)COC(=O)C2CCCO2)c(C)c1 (stereo unspecified),4%
Cc1ccc(S(=O)(=O)N2[C@@H](c3ccc(Cl)cc3)C(C(=O)O)=C[C@H]2C(C)(C)C)cc1,6%
CCN(CC(=O)NCc1cccs1)S(=O)(=O)c1cc(NC(C)=O)ccc1OC,-4%
O=C(CCc1nc2ccccc2c(=O)[nH]1)Nc1cc(Cl)ccc1N1CCCC1,-6%
COc1ccc2nc3n(c(=O)c2c1)-c1ccccc1C(=O)NC3Cc1ccccc1 (stereo unspecified),-1%
O=C(NCCCN1CCCC1=O)c1cccc(S(=O)(=O)Nc2ccc(F)cc2)c1,4%
COc1cc2cc(C[C@H](C)O)oc(=O)c2cc1OC,0%
Cc1ccc(NC(=O)CN2C(=O)NC3(CCc4ccccc43)C2=O)cc1S(=O)(=O)N1CCCCC1 (stereo unspecified),-10%
CC(C)CC1(C)NC(=O)N(CC(=O)Nc2ccc3c(c2)OCCO3)C1=O (stereo unspecified),1%
Cc1cccc(C(=O)OCC(=O)NCC2CCCO2)c1O (stereo unspecified),0%
CCCCn1c(N)c(N(CCOC)C(=O)c2ccc(N3CCCC3=O)cc2)c(=O)[nH]c1=O,-2%

Quoted from the listing.
CCC1(CC)NC(=O)N(CC(=O)OCC(=O)NC(=O)c2ccccc2OC)C1=O in L3MBTL1 inh has 2%
CC(=O)Nc1ccc(NC(=O)C(C)OC(=O)CCC2CCCC2)cc1 (stereo unspecified) in L3MBTL1 inh has 8%
O=C(O)C1=CC[C@@H](c2ccc(Cl)cc2)N(S(=O)(=O)c2ccc(Cl)cc2)[C@H]1c1ccc(F)cc1 in L3MBTL1 inh has -5%
COCC(C)n1c(SCC(=O)Nc2cc(C)on2)nc2ccccc2c1=O (stereo unspecified) in L3MBTL1 inh has -2%
Cc1cccc(C(=O)OCC(=O)NCC2CCCO2)c1O (stereo unspecified) in L3MBTL1 inh has 0%

The results go on:
SMILES,L3MBTL1 inh
COc1ccc(C(CNC(=O)c2cccc(S(=O)(=O)N3CCCC(C)C3)c2)N(C)C)cc1 (stereo unspecified),-1%
CC(Oc1ccccc1F)c1nnc(SCC(=O)NCc2ccc3c(c2)OCO3)o1 (stereo unspecified),-4%
Cc1c(NC(=O)C(C)OC(=O)Cc2ccc(F)cc2)c(=O)n(-c2ccccc2)n1C (stereo unspecified),-1%
Cc1ccc(S(=O)(=O)NCCC(=O)NCc2ccccn2)cc1,-5%
CN(CC(=O)NCCc1ccc(S(N)(=O)=O)cc1)CC(=O)Nc1ccccc1C(F)(F)F,-8%
CCOC(=O)C1CCN(C(=O)c2ccc(OCC(=O)N3CCOCC3)c(OC)c2)CC1,8%
Cc1ccccc1NS(=O)(=O)c1ccc(C(=O)N2CC(C)OC(C)C2)cc1 (stereo unspecified),0%
Cc1ccc(C(=O)COC(=O)c2nc(Cl)ccc2Cl)cc1,3%
Cc1ccc(C)c(S(=O)(=O)N2CCN(C(=O)Cc3ccc(S(=O)(=O)N4CCOCC4)s3)CC2)c1,1%
CCOc1ccc(NC(=O)CN(C)C(=O)c2cc(-c3cccs3)nn2-c2ccccc2)cc1OCC,0%
COc1cc(C)c(NC(=O)COc2ccc3c(c2)CCC3)cc1OC,-1%
CC[C@]1(c2ccccc2C)ON(c2ccccc2C(F)(F)F)C1=O,56%[activator]
O=C(CCNS(=O)(=O)c1ccc(OC(F)(F)F)cc1)NCCc1c[nH]c2ccccc12,-4%
Cc1cc(C)c(NC(=O)CN2C(=O)NC3(CCCc4ccccc43)C2=O)c(Cl)c1 (stereo unspecified),-2%
CCOc1ccc(-n2ccnc(SCC(=O)NCCc3ccccc3)c2=O)cc1,0%
Cc1ccn2c(=O)nc(SCC(=O)N3CCCc4ccccc43)nc2c1,-16%
CS(=O)(=O)c1ccccc1C(=O)N(CCC1=CCCCC1)c1c(N)n(Cc2ccccc2)c(=O)[nH]c1=O,-16%
COc1ccc(/C=C/C(=O)OCC(=O)Nc2ccc3[nH]c(=O)[nH]c3c2)cc1OC,14%
Cc1cc(NC(=O)CSc2nc(C)c(C)n2CC(C)C)no1,-8%
O=C(C[C@H]1C[C@H](C(=O)N2CCCCC2)[C@@]2(CCc3ccccc3)c3[nH]c4ccc(Cl)cc4c3CCN2C1=O)NCCc1ccccn1,-1%
COc1ccc(CCNS(=O)(=O)c2ccc3c(c2)CCCC3)cc1OC,-8%
O=S(=O)(NCCOc1ccccc1F)c1ccc(Cl)cc1F,5%
CCC1(c2ccccc2)NC(=O)N(CC(=O)Nc2ccccc2N2CCCC2)C1=O (stereo unspecified),-3%
COc1cccc(-c2cc(C(=O)N3CCN(Cc4ccc5c(c4)OCO5)CC3)on2)c1,-11%
CC(C)NC(=O)N(C)C[C@H]1Oc2ccc(NC(=O)Nc3ccc4c(c3)OCO4)cc2C(=O)N([C@H](C)CO)C[C@@H]1C,2%
O=C(Nc1ncccc1O)c1ccc(Cl)c(S(=O)(=O)N2CCCCCC2)c1,-14%
Cc1sc2ncnc(N3CCC(C(=O)Nc4ccccc4C(C)(C)C)CC3)c2c1C,-9%
O=C(NC1CC1)c1cc(=S)[nH]c2ccccc12,46%[activator]
Cc1ccc(C(=O)NCC(c2cccs2)N(C)C)cc1S(=O)(=O)N1CCOCC1 (stereo unspecified),-2%
CC(=O)OCC1OC(OC2C[C@]3(C)C(CC(O)C4C([C@](C)(CCC=C(C)C)OC5OC(CO)C(O)C(O)C5O)CC[C@]43C)[C@@]3(C)CCC(O)C(C)(C)C23)C(O[C@@H]2OC(C)C(O)C(O)C2O)C(O)C1O (stereo partly specified),33%[activator]
O=C(NCCN1CCOCC1)c1ccccc1OCc1ccccc1,4%
CSc1ccccc1C(=O)N1CCC2(CC1)CC(=O)c1ccccc1O2,-3%
NC(=O)C1CN(C(=O)c2nn(Cc3ccccc3)c(=O)c3ccccc23)c2ccccc2O1 (stereo unspecified),-11%
COc1ccccc1NC(=O)c1ccc(NC(=O)C2CC2C)cc1 (stereo unspecified),-1%
CC1(C)C(C(=O)OCC(Cl)(Cl)Cl)N2C(=O)C(NC(=O)Cc3ccccc3)C2S1=O (stereo unspecified),9%
Cn1cccc1C(=O)OCC(=O)NNC(=O)c1ccc([N+](=O)[O-])cc1,2%
CC(C)(CNC(=O)c1cc([N+](=O)[O-])ccc1N1CCC(Cc2ccccc2)CC1)N1CCOCC1,-16%
c1cc(CCCc2ccncc2)ccn1,3%
CC(=O)N/C(=C/c1ccccc1)c1ccccc1,8%
Cc1cccc(NS(=O)(=O)c2cc3c4c(c2)CCN4C(=O)CC3)c1C,5%
CC(=O)Oc1ccc(C#C/C=C2\c3ccccc3C(=O)N2c2ccccc2)cc1,-4%
COCCN(C(=O)COC(=O)c1ccccc1Nc1ccccc1)c1c(N)n(Cc2ccccc2)c(=O)[nH]c1=O,6%
O=C(NCCC(=O)N1CCN(c2cccc(Cl)c2)CC1)c1ccc(Br)cc1,12%
CCc1ccc(OCC(=O)NCCc2ccc3c(c2)OCCO3)cc1,-2%
CCCCn1c(N)c(N(CC(C)C)C(=O)c2cccc(-n3cnnn3)c2)c(=O)[nH]c1=O,0%
O=C(NCCS(=O)(=O)N1CCCCC1)c1ccccc1,10%
COCCCNC(=O)C(=O)NCC1CCCN1S(=O)(=O)c1cccs1 (stereo unspecified),34%[activator]
O=C(COC(=O)c1ccc(F)c(S(=O)(=O)N2CCOCC2)c1)NCCc1ccc(F)cc1,2%
Cc1ccc(C)c(Cn2nnc(C(=O)Nc3ccc4c(c3)OCCO4)c2N)c1,-8%
CC(OC(=O)COc1ccccc1Cc1ccccc1)C(=O)N(C)c1ccccc1 (stereo unspecified),15%
COc1cccc(C(=O)NCCS(=O)(=O)NCc2ccc3c(c2)OCO3)c1,-3%
COc1ccc(C(C)=O)cc1COC(=O)C1CCN(C(=O)c2ccc(Cl)cc2)CC1,-5%
C[C@H]1CN=C(Nc2ccccc2)N1CCc1ccc(F)cc1,-3%
O=C(COC(=O)c1cc(Cl)ccc1O)NC(=O)NCc1ccccc1,1%
COc1ccc(C(=O)C(C)OC(=O)CNC(=O)c2ccco2)cc1 (stereo unspecified),-3%
CC(OC(=O)c1cccc(O)c1)C(=O)N(C)Cc1ccccc1 (stereo unspecified),3%
CC(C)C(NC(=O)c1ccccc1F)C(=O)NCCCn1ccnc1 (stereo unspecified),-2%
C=Cn1cc[n+](CC(=O)c2cccs2)c1,2%
COc1cc2c(cc1OC)CN(C(=O)CSc1ccc(F)cc1)CC2,7%
Cc1ccc(NC(=O)CN(C)C(=O)c2ccc(NS(=O)(=O)c3ccc4[nH]c(=O)[nH]c4c3)cc2)cc1,4%
CC(C)[C@H](NC(=O)OCc1ccccc1)C(=O)N[C@@H](Cc1c[nH]c2ccccc12)C(=O)O,8%

In the list so far, these contain a furan ring, fused or not:
SMILES,L3MBTL1 inh
Cc1n[nH]c(=O)c2c(NC(=O)CSc3c(Cl)cccc3Cl)oc(C)c12,-2%
COc1ccc(C(=O)C(C)OC(=O)CNC(=O)c2ccco2)cc1 (stereo unspecified),-3%

No new results follow: an excerpt of the list.
SMILES,L3MBTL1 inh
O=C(CC1OC(=O)c2ccccc21)Nc1cc(S(=O)(=O)N2CCOCC2)ccc1OCC(F)(F)F (stereo unspecified),-12%
CN(Cc1cccs1)C(=O)COc1cccc2c1OC(C)(C)C2,2%
CCOc1ccc(OCC(=O)N2CCC3(CC2)CC(=O)c2ccccc2O3)cc1,4%
Cc1c(S(=O)(=O)N2CCCC2)c(=O)n(C)c(=O)n1C,0%
